GoLoco inh red: RGS12 GoLoco-Gai1 interaction inhibition. P63096. Gai1:RGS12 GoLoco peptide FP, rhodamine, 10 min. Potency, µM (titrated, usually from 61.6 µM), for inactives: top-dose activity, negative = inhibition, usual class: inhibitors. 0.44% of 230,000 active. AID 880; active = well fitted inhibition curve with a large enough effect, not every such curve was filed as active; inactive = no such curve, though single readings can be large or run the other way; also: nearly all actives have a fitted effect of over 30% in size; many of its hits are not listed in these tables
L3MBTL1 inh: blocks human L3MBTL1; Potency, µM (series often up to 57.1 µM), inactives show top-dose activity, negative = inhibition, usual class: inhibitors; 0.66% of 230,000 active; AlphaScreen L3MBTL1–H3K9me1 peptide binding; Q9Y468; also: nearly all actives have a fitted effect of over 60% in size
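L3MBTL1 50 nM + b-AHA-H3(1-15)K9me1 75 nM, 30 min RT; compound added, 30 min RT; streptavidin donor/Ni-chelate acceptor beads 10 ug/mL each final, 30 min RT dark; AlphaScreen read.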
KDM4E inh: blocks human JMJD2E demethylase activity. B2RXH2. JMJD2E catalytic domain, FDH-coupled NADH fluorescence (FDH is formaldehyde dehydrogenase). Potency, µM (series often up to 57.1 µM), without a hit: at the highest dose activity change, negative = inhibition, actives largely listed as inhibitors. 1.6% of 230,000 active; active = well fitted inhibition curve with a large enough effect, not every such curve was filed as active; inconclusive = small, poorly fitted or top-dose-only effect, or another doubt; inactive = no such curve, though single readings can be large or run the other way;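 also: 0% = wells with enzyme and -100% = buffer wells without enzyme; nearly all actives have a fitted effect of over 50% in size; many of its hits are not listed in these tables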
RECQ1 helicase: RECQ1 (human) helicase inhibition; P46063; Potency, µM (doses to about 57.3 µM), inactives show at the highest dose activity, negative = inhibition, hits mostly inhibitors; RECQ1 DNA unwinding, red fluorescence kinetic read; 0.54% of 240,000 active;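 also: plate controls were vehicle for no effect and no enzyme for full effect; nearly all actives have a fitted effect of over 30% in size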
Target sequence (P46063 whole entry, looked up): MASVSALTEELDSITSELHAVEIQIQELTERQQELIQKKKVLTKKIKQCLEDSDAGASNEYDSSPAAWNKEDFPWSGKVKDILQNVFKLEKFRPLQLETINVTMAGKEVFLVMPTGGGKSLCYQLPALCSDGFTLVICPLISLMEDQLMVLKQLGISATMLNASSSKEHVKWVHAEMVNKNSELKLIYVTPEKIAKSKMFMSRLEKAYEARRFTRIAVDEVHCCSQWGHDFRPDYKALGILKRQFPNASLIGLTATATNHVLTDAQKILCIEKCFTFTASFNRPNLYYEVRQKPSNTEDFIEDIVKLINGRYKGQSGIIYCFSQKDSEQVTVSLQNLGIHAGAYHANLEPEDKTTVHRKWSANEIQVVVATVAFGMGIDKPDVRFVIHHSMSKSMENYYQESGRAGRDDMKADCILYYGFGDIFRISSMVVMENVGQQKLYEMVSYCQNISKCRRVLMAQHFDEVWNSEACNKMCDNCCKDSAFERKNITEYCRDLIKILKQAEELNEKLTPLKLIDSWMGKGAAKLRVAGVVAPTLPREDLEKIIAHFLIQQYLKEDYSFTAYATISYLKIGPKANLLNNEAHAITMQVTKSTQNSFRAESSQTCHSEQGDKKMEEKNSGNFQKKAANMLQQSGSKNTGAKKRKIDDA
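RECQ1T1 50 nM; forked duplex (20 bp + 30-nt ss tails) 200 nM, ATP 2 mM final; pH 8.0, 2 mM MgCl2, 2.5 ug/ml poly(dI-dC); 15 min compound preincubation; discontinuous kinetic read over 2 h at RT.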
TR SRC2 fluor cs: Texas Red fluorescence interference in TRb-SRC2 counter-screen; TRb/SRC2 Texas Red total fluorescence interference; Potency, µM (titrated, usually from 106 µM), for inactives: at the top dose fluorescence change, negative = quenching; 0.29% of 280,000 active; AID 1479; active = well fitted curve in either direction with a large enough effect; inconclusive = small, poorly fitted or top-dose-only effect
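Human TRb ligand-binding domain at 0.6 uM with 20 nM Texas Red SRC2 peptide in Tris buffer containing 1 uM T3 and 5% DMSO, incubated with compound 5 h at ambient temperature. Total fluorescence (555/632 nm) calculated as parallel + 2 × perpendicular.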
Tau FP inhib: blocks human tau fibril formation measured by polarization. P10636. K18 P301L tau heparin fibrillization, Alexa594 FP, 6 h. Potency, µM (titrated, usually from 57.7 µM), for inactives: at the top dose activity, negative = inhibition, actives largely listed as inhibitors. 0.39% of 280,000 active. AID 1468; also: nearly all actives have a fitted effect of over 55% in size
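Recombinant K18 P301L […], labeled with Alexa 594 at 0.24 uM over 15 uM unlabeled; heparin inducer 20 uM final; 37 C, 6 hr; FP endpoint.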
Tau fibril ThT: inhibitors of human tau fibril formation, thioflavin T binding | P10636 | recombinant tau K18 P301L (four-repeat tau fragment), heparin-induced fibrillization, ThT fluorescence | Potency, µM (top dose mostly 57.4 µM), without a hit: at the top dose activity, negative = inhibition, hits mostly inhibitors | 2.1% of 270,000 active | AID 1460; also: nearly all actives have a fitted effect of over 55% in size
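Recombinant human tau K18 fragment […] carrying P301L, 15 uM unlabeled plus 0.24 uM Alexa 594-labeled, was fibrillized with 20 uM heparin in 100 mM sodium acetate pH 7 for 6 hr at 37 C; 30 uM ThT fluorescence read after 1 hr.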
TRb-SRC2 inh: TRbeta-SRC2 interaction inhibition. TRbeta-SRC2 peptide binding, fluorescence polarization; receptor liganded with 1 µM T3. Potency, µM (series often up to 106 µM), inactives show at the top dose activity change, negative = inhibition, actives largely listed as inhibitors. 0.065% of 280,000 active. AID 1469;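 also: plate controls were bound peptide for no effect and peptide without receptor for full effect; nearly all actives have a fitted effect of over 50% in size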
Target sequence (P10828 whole entry, looked up): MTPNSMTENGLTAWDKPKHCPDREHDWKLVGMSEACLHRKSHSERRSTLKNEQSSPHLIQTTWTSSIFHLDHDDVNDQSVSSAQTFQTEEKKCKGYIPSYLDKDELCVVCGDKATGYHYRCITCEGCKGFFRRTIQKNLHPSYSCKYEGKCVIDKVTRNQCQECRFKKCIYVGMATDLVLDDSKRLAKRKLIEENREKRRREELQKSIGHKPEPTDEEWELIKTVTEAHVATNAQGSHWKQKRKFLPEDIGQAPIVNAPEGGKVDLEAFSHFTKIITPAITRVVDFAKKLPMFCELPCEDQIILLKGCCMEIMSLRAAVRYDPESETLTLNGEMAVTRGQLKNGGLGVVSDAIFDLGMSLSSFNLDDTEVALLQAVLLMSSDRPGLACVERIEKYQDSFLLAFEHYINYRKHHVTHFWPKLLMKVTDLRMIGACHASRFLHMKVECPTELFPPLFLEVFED
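Read-out is fluorescence polarization (555 nm excitation, 632 nm emission) of a Texas Red SRC2 coactivator peptide; loss of signal reflects blocked binding to human TRb ligand-binding domain in the presence of 1 uM T3.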
The depositor's hits bear a star; i = inactive; ? = inconclusive; . = not tested or not shown; & = joins results of further samples; [ ] = remark or other dose. Unless noted, calls follow the shape of the dose curve; as a rule, active = well fitted curve in the direction sought with a large enough effect; inconclusive = small, poorly fitted or top-dose-only effect, or another doubt; inactive = no such curve, though single readings can be large; an effect the other way counts as inactive or inconclusive. Unless noted, % is scaled to controls: 0 for no effect and ±100 for the full control effect; potency is read from the fitted curve at half-maximal effect. A portion of the library; the hit share may differ from the screen's.

SMILES	GoLoco inh red	L3MBTL1 inh	KDM4E inh	RECQ1 helicase	TR SRC2 fluor cs	Tau FP inhib	Tau fibril ThT	TRb-SRC2 inh
Cc1[nH]c(=S)[nH]c(=O)c1CCC1OCCO1	-1.3%	.	-16.1%	-13.5%	-2.6%	16.9%	.	7.9%
O=C(O)C1=C[C@@H](c2coc3ccccc3c2=O)C[C@@H](OCc2ccc(CO)cc2)O1	-5.0%	1.3%	-5.9%	i	-1.7%	7.2%	3.8%	-2.8%
COC(=O)c1ccc(-n2nnnc2SCC(=O)Nc2ccccc2C(=O)OC)cc1	1.3%	6.6%	?	-14.8%	0.1%	-15.3%	-0.2%	-26.8%
COc1ccc(OC)c(CNC(=O)c2coc(=O)c3ccccc23)c1	2.7%	-7.9%	-2.1%	-2.8%	-1.3%	2.7%	-6.1%	-6.4%
CCOC(=O)c1cc(-c2ccc(OC)cc2)n(CCC(=O)Nc2ccc(OC)cc2OC)c1C	.	.	.	.	-1.9%	?	?	2.7%
O=C(NNC1=Nc2ccccc2SC1)c1cccc([N+](=O)[O-])c1	10.3%	2.3%	-7.4%	-1.2%	-0.5%	0.3%	-13.5%	-4.7%
Cc1ccc(Nc2ncc3c(n2)CC(C)CC3=O)c(C)c1 (stereo not given)	5.1%	1.2%	-6.7%	-8.4%	-1.8%	3.9%	-10.1%	1.0%
COc1cc(C2SC(C)C(=O)N2CCc2ccccc2)cc(OC)c1OC (stereo not given)	5.2%	.	-4.8%	8.1%	-1.9%	-9.0%	?	-2.8%
CCOc1cc(/C=N/Nc2nc(-c3cccs3)c(NC(C)=O)s2)ccc1O	3.5%	-6.3%	-22.7%	-2.4%	-2.7%	-12.0%	25.1µM*	4.9%
CCO[C@H]1OC(C(=O)NCc2nc3ccccc3[nH]2)=C[C@@H](c2ccc(C(F)(F)F)cc2)[C@@H]1CCCO	-2.7%	-2.2%	4.6%	-12.5%	0.3%	-1.2%	-3.4%	4.5%
CNc1nnc(CSc2nc(C)cc(C)n2)s1	9.3%	9.5%	3.8%	-7.0%	-0.6%	-4.4%	-3.9%	-6.4%
Cc1ccc(NC(=S)NN(C)c2nc(C)cnc2C)cc1	-11.1%	-4.1%	6.8%	-19.3%	1.4%	12.2%	-8.0%	1.3%
Cc1ccc(CCNC(=O)C2CC(=O)N(CCc3ccc(C)cc3)C2)cc1 (stereo not given)	.	.	.	.	-1.7%	5.5%	-14.1%	-6.1%
CC1(C)Cc2c(sc3c2C(=O)N(c2ccccc2)C2=NCCCN23)CO1	-6.5%	-4.4%	-27.1%	-25.7%	-4.0%	2.5%	-1.1%	-0.3%
Cc1ccc(CC(=O)NCc2ccc(F)cc2)cc1	9.4%	-1.0%	-5.4%	-8.4%	-3.9%	-10.3%	2.4%	-7.9%
O=C(Nc1ccc(Br)cc1)C(c1ccccc1)c1ccccc1	-15.9%	23.5%	7.5%	-8.3%	-0.8%	-6.5%	8.8%	4.0%
O=C(c1ccccc1)N1CCN(CC#Cc2ccccc2)CC1	7.7%	-0.8%	5.7%	i	0.7%	5.6%	-5.6%	-11.4%
CCn1c(=O)cc(OCC(=O)NCc2ccccc2OC)c2ccccc21	.	.	.	.	-4.0%	-3.7%	-6.4%	-3.1%
Cc1ccc([N+](=O)[O-])c(OCCN2CCCCCC2)c1	-14.7%	14.0%	-8.5%	-6.9%	-7.2%	3.0%	4.6%	-6.2%
CC1Oc2ccccc2N(CC(=O)c2ccc(F)cc2)C1=O (stereo not given)	3.2%	10.5%	2.0%	-15.8%	-1.8%	0.1%	-4.6%	-5.8%
COC(=O)[C@H](Cc1ccccc1)NC(=O)N1CCCCC1	-1.9%	10.1%	4.0%	-2.6%	-0.6%	-8.0%	8.5%	4.0%
COc1cccc(-c2ncnn2-c2sc3c(c2C#N)CCCCC3)c1OC	.	.	.	.	1.1%	-0.1%	-6.8%	1.3%
O=C(CCC(=O)N1Cc2ccccc2Oc2ncccc21)NCc1cccc(Cl)c1	.	.	.	.	-1.1%	-3.3%	0.3%	4.7%
CC(C)C(c1nnnn1CCc1ccccc1)N1CCSCC1 (stereo not given)	30.9%[activator]	0.7%	3.5%	-14.8%	10.7%	9.7%	2.5%	-7.5%
Cc1ccc(P(=O)(OCCN2CCOCC2)C(C)(C)C)o1 (stereo not given)	.	-2.2%	-2.0%	-0.1%	1.6%	1.8%	-2.4%	-6.0%
c1ccc(-c2cc3ncc4c(n3n2)-c2ccccc2OC4)cc1	.	.	.	.	-0.7%	?	-14.2%	-1.6%
COc1cc(C2C(C#N)=C(N)Oc3c2c(-c2ccccc2)nn3-c2ccccc2)cc(OC)c1OC (stereo not given)	-0.1%	-16.2%	?	-1.7%	-1.7%	2.1%	?	-12.2%
Cc1ccc(S(=O)(=O)N(CCC(=O)Nc2ccc(OC(F)(F)F)cc2)c2ccccc2)cc1	0.4%	-1.5%	-29.1%	-13.8%	-2.7%[53 µM]	-11.4%	-3.6%	4.0%[53 µM]
CCCC(Cl)CCCC(Cl)CCC(Cl)CCC(Cl)CCC(Cl)CCCC(Cl)CCC (stereo not given)	4.2%	.	.	-7.7%	-1.8%	.	.	-6.3%
COCCc1nn2c(=O)cc(COC(=O)c3cccs3)nc2s1	.	.	.	.	-3.1%	0.4%	-7.1%	-7.6%
Cc1ccccc1/C=C\c1nc2ccccc2c(=O)[nH]1	11.5%	-0.8%	?	i	1.8%	4.3%	-7.0%	-5.1%
CCOC(=O)c1[nH]c2ccccc2c1NC(=O)COC	-11.4%	.	?	-5.6%	-0.4%	4.8%	-13.0%	-14.5%
NC(=O)NCc1ccccc1Cl	2.3%	4.9%	2.0%	i	3.1%	-13.0%	5.7%	-6.9%
COc1ccc(C)cc1NC(=O)CN1CCN(S(=O)(=O)c2ccc(Br)cc2)CC1	3.4%	-3.6%	-0.4%	-10.3%	-1.9%&-27.6%	-5.8%&-2.0%	-10.5%&-4.5%	5.4%&5.7%
O=C(CCc1nc(-c2ccccc2F)no1)NCCc1ccccc1Cl	7.1%	10.3%	-2.5%	-8.8%	0.4%	4.5%	-0.2%	-6.0%
COc1cccc(-c2nc(CSCC(=O)NCCc3ccc(Cl)cc3)c(C)o2)c1	.	.	.	.	?	3.8%	?	-20.9%
O=C(COc1ccccc1-c1nnc(-c2ccccc2)o1)Nc1ccc(Br)cc1F	.	.	.	.	2.6%	-0.1%	-0.8%	-5.5%
CCn1c(SCC(=O)Nc2ccc3c(c2)OCCO3)nnc1-c1cccs1	-13.5%	.	0.5%	-5.3%	-1.7%	-3.0%	-18.4%	12.0%
COc1ccc(-c2[nH]ncc2-c2nc(C)cs2)c(O)c1	14.2%	-6.2%[11.4 µM]	-4.2%	i	-2.0%	0.1%	-5.3%	-6.7%
O=C(NCc1ccc2c(c1)OCO2)c1cccc([N+](=O)[O-])c1	-0.4%	0.3%	2.6%	-3.6%	-7.7%	0.8%	-4.5%	0.2%
Nc1cc(-c2ccccc2)nn1S(=O)(=O)c1ccc(F)cc1	-21.2%	.	-6.0%	-8.2%	-3.3%	-5.5%	-2.4%	-15.8%
CCOC(=O)C1(CCCc2ccccc2)CCN(C(=O)c2ccoc2)CC1	-4.1%	-3.6%	-1.3%	i	-3.6%	3.0%	-9.0%	3.3%
CCOC(=O)C1=C(c2ccccc2)NC(=O)NC1c1cc(Cl)c(O)c(OC)c1 (stereo not given)	2.0%	.	1.4%	-17.1%	-1.1%	8.2%	-8.3%	2.2%
O=C(Nc1ccc(Cl)cc1C(=O)Nc1ccccn1)c1ccco1	2.1%	.	?	-6.5%	-3.3%	0.7%	-16.9%	-0.5%
COc1ccc(C(=O)Nc2ccc(/C(C)=N/NC(=O)c3ccccc3O)cc2)cc1OC	5.5%	3.5%	.	i	-1.1%	-0.5%	?	2.4%
c1csc(CNc2ncncc2-c2ccc3c(c2)OCO3)c1	-15.1%	.	7.8%	-6.4%	-1.5%	1.9%	9.4%	-7.7%
Cc1ccc(S(=O)(=O)N2CCN(CC(O)c3ccccc3)CC2)cc1C (stereo not given)	2.7%	3.3%	-4.2%	-12.1%	-3.8%	-6.6%	-6.7%	-3.3%
CCOc1ccc(CNCc2c(C(=O)O)c(C)n(Cc3c(F)cccc3Cl)c2C)cc1OC	.	.	.	.	-2.3%	5.1%	-9.2%	-0.3%
CCN(CC)CCCNc1oc(-c2ccc(OC)c(OC)c2)nc1C#N	67.3%[activator]	.	2.24µM*	-11.1%	0.0%	3.1%	0.1%	12.0%
Cc1ccc(CNC(=O)c2ccc(N3Cc4ccccc4Oc4ncccc43)s2)cc1	.	.	.	.	-3.0%	1.8%	-3.7%	-1.2%
CCn1cc2nc(SCc3cccc(C(F)(F)F)c3)n(Cc3ccc(C)cc3)c(=O)c2n1	.	.	.	.	-0.7%	-2.8%	4.7%	1.7%
COc1ccc(NC(=O)CSC2=Nc3ccccc3C3=NC(CCC(=O)NC4CCCCC4)C(=O)N23)cc1 (stereo not given)	.	.	.	.	-0.1%	1.1%	-5.1%	11.1%
Cc1ccccc1/C=N/NC(=O)Cn1nnc(N)n1	-3.6%	6.7%	8.1%	6.3%	-1.5%	-0.1%	3.3%	2.4%
Cc1c(-c2cccs2)[n+](=O)c2c(n1[O-])CCC2	7.1%	.	-2.6%	4.5%	0.3%	-2.0%	-5.1%	-9.2%
COc1ccc(C(=O)/C=C/c2ccc(OC)c(COc3ccc(F)cc3)c2)cc1	.	-7.4%	-6.4%	-6.3%	-4.5%	-0.1%	-7.4%	-6.8%

Of the compounds above, these contain a COOH group.
SMILES	GoLoco inh red	L3MBTL1 inh	KDM4E inh	RECQ1 helicase	TR SRC2 fluor cs	Tau FP inhib	Tau fibril ThT	TRb-SRC2 inh
O=C(O)C1=C[C@@H](c2coc3ccccc3c2=O)C[C@@H](OCc2ccc(CO)cc2)O1	-5.0%	1.3%	-5.9%	i	-1.7%	7.2%	3.8%	-2.8%
CCOc1ccc(CNCc2c(C(=O)O)c(C)n(Cc3c(F)cccc3Cl)c2C)cc1OC	.	.	.	.	-2.3%	5.1%	-9.2%	-0.3%

Source: PubChem BioAssay
